ADAM17 inh: inhibitors of human ADAM17 | P78536 | recombinant ADAM17, EDANS/DABCYL FRET peptide cleavage | inhibition, % at 6.95 µM | 0.83% of 370,000 active;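 active means inhibition above the mean of compounds lying between control limits plus 3 SD, set per campaign, cut at about 8.5% in these data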;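 further: 0% = DMSO-only wells as the low control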
NR1D1 modulator: modulates human Rev-erb alpha binding to DNA; P20393; Rev-erbα–FITC-DNA binding, fluorescence polarization, 90 min; activity, % at 10 µM; 0.79% of 370,000 active; AID 1259318;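 active means activity above about 14%, limit read from the data; passing the limit was not always enough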;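 further: 0% = DMSO wells with 35 nM protein and 100% = DMSO wells with 750 nM protein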
ssDAF12 agonist: S. stercoralis DAF-12 activation, primary screen. HEK293 ssDAF-12/GRIP1 lit1-tk-luc reporter, luminescence; % of 3 µM dafachronic acid response. activation, % at 6.8 µM. AID 652126. 1% of 370,000 active;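 active means activation above the mean over all tested compounds plus 3 SD, cut at about 0.9% in these data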;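 further: 0% = DMSO-only wells and 100% = 3 µM delta7-dafachronic acid wells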
PLCb3 inh: inhibitors of human phospholipase C beta3; Q01970; Purified PLC-beta3, fluorogenic substrate, fluorescence; inhibition, % at 12.2 µM; 0.18% of 370,000 active; AID 720704; in the data active means inhibition above about 11%;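 further: 0% = median of compound wells on plate and 100% = full blocker control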
DAX1 inh-1: inhibitors of human orphan nuclear receptor DAX1 (NR0B1) | P51843 | 0.99% of 340,000 active | inhibition, % at 6.75 µM | AID 504766 | HEK293 Gal4-DAX1 luciferase reporter, luminescence;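 active means inhibition above the mean over all tested compounds plus 3 SD, cut at about 4.2% in these data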;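 further: 0% = DAX1-transfected cells with DMSO and 100% = empty-vector control cells with DMSO; inhibition shows as a rise in luminescence from relieved DAX1 repression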
DAX1 inh-2: DAX1 (NR0B1) inhibition, primary screen. inhibition, % at 6.8 µM. HEK293T StAR-luciferase reporter, SF-1/DAX-1 repression relief. AID 652010. 1.1% of 370,000 active;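 active means inhibition above the mean over all tested compounds plus 3 SD, cut at about 3.6% in these data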;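 further: 0% = DAX-1 cells with DMSO and 100% = cells lacking DAX-1 with DMSO; higher inhibition means more luminescence from relief of DAX-1 repression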
PLCg1 inh: PLC-gamma1 (human) inhibition, primary screen | P19174 | purified PLC-gamma1, fluorogenic substrate, fluorescence | inhibition, % at 12.2 µM | 0.84% of 370,000 active | AID 720700; in the data active means inhibition above about 9.5%
Target sequence (P19174 whole entry, looked up): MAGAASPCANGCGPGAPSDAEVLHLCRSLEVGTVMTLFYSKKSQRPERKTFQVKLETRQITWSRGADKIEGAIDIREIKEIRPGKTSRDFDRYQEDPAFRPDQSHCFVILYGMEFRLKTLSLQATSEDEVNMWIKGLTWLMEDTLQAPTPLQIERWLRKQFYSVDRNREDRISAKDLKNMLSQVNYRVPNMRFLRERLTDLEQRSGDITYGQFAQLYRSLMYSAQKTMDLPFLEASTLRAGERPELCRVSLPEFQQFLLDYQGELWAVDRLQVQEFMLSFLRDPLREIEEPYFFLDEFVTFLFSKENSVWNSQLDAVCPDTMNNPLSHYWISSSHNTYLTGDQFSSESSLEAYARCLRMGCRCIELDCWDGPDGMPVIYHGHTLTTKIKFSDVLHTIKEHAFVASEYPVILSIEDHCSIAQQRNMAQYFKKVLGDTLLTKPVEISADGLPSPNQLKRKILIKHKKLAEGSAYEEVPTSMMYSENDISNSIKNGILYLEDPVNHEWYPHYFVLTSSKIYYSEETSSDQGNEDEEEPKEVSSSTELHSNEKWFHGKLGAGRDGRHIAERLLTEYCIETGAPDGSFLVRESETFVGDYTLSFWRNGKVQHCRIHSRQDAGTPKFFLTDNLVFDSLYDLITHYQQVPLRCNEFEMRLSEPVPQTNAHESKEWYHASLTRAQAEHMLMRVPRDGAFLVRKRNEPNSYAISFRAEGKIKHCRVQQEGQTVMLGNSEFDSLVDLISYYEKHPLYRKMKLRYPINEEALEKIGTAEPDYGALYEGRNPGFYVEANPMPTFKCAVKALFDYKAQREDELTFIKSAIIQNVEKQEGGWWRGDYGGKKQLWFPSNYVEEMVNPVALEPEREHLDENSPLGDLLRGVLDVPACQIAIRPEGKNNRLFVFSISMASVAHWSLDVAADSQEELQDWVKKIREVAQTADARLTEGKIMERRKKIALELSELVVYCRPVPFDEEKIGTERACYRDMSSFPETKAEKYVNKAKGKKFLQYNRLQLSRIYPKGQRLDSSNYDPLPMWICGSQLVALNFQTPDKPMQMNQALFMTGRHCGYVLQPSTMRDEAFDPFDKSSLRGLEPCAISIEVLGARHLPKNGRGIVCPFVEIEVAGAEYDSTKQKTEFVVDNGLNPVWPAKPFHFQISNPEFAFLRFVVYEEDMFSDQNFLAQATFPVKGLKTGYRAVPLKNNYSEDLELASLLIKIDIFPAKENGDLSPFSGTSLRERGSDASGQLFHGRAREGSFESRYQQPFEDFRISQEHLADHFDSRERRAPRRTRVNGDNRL
hcDAF12 agonist: activates DAF-12 receptor from parasite H. contortus; HEK293 hcDAF-12 lit1-tk-luc reporter, luminescence; 0% DMSO, 100% Δ7-dafachronic acid; 1.4% of 370,000 active; AID 652067; activation, % at 6.8 µM;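 active means activation above the mean of all tested compounds plus 3 SD, cut at about 5.5% in these data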;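 further: 100% = response to 3 µM Δ7-dafachronic acid high control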
MBD2 DNA inh: MBD2-methylated oligo binding inhibition | TR-FRET, MBD2 binding to methylated oligonucleotide | inhibition, % at 4.4 µM | 0.31% of 370,000 active | AID 686964; in the data active means inhibition above about 13%
hgDAF-12 ag: activates the H. glycines DAF-12 receptor ligand-binding domain; HEK293 GAL4-hgDAF12 UAS-luciferase reporter, agonist luminescence; normalized to butyrate control; 1.8% of 370,000 active; activation, % at 6.8 µM; AID 687014;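 active means activation above a cutoff set at the mean of all screened compounds plus 3 SD, cut at about 10% in these data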;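 further: 0% = DMSO wells and 100% = sodium butyrate wells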
SMARCA2 act: SMARCA2 function activation, primary screen; 1% of 370,000 active; MG213 cells, MMTV-luciferase reporter, dexamethasone, overnight; activation, % at 9.1 µM; AID 652017; in the data active means activation above about 7.8%;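 further: 0% = vehicle wells and 100% = reference activator wells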
Active calls of the source: *; i = inactive; · = not tested or not shown.

Molecule	DAX1 inh-1	NR1D1 modulator	PLCg1 inh	hgDAF-12 ag	hcDAF12 agonist	PLCb3 inh	ADAM17 inh	ssDAF12 agonist	MBD2 DNA inh	SMARCA2 act	DAX1 inh-2
CCCN(C(=O)COC(=O)c1cc(CC)c(C)s1)c1c(N)n(Cc2ccccc2)c(=O)[nH]c1=O	0.3	3	0	-2.4	-0.6	-8	-22	-1.5	-6	-2	-1.8
Cc1ccc(OCCNC(=O)CCNS(=O)(=O)c2ccc3ccccc3c2)cc1	1.8	-3	0	-1.3	-0.4	-5	0	-1.6	-1	-2	0.4
CC(=O)c1cccc(NC(=O)c2ccc(NS(C)(=O)=O)cc2)c1	0.4	7	2	-2.3	-1.7	0	1	-1.1	7	3	-0.3
O=C(Cc1ccccc1)NCC(=O)N1CCN(c2ccccc2)CC1	0.0	5	1	-0.3	-2.1	-4	-1	-0.5	-1	0	-0.9
CCOC(=O)c1cn(Cc2ccc(Br)cc2)nn1	2.2	-4	4	0.4	-2.6	2	-1	-1.6	3	4	-0.2
COc1ccc(NC(=O)CN(C)C(=O)c2ccc(NC3CC3)c([N+](=O)[O-])c2)cc1	-1.8	6	-2	-0.9	-2.5	-4	5	-0.8	-7	-2	0.0
Cc1cc(C)n2nc(SCc3nnc(SCc4ccccc4C)s3)nc2n1	-0.5	-5	5	-2.3	-3.6	0	-1	-2.0	3	-2	-1.7
COc1ccc(COC(=O)C2=C(C)NC(=O)NC2c2ccccc2)cc1 (stereo not given)	-1.5	1	0	-3.4	-1.6	-8	-3	-1.4	6	-3	-0.2
Clc1ccc(CSc2ncn(-c3ccccc3)n2)cc1	-0.1	0	1	-1.0	-1.2	-3	1	-1.9	6	-3	-1.2
CC(=O)Nc1ccc(N2C(=O)CC(Sc3nc4ccccc4s3)C2=O)cc1 (stereo not given)	1.1	-1	7	-1.4	0.6	1	-2	3.9*	-3	-4	-0.4
Cc1ccc(S(=O)(=O)N2C[C@]3(O)C[C@@H]4C(=O)N(c5ccccc5)C(=O)[C@@H]4C[C@]3(OC(=O)Nc3cccs3)C2)cc1	0.8	4	1	0.8	3.4	-1	1	-0.1	-1	1	0.8
COc1cccc([C@H]2NC(=O)C/C=C/[C@@H](C)[C@@H](c3cccc(OC)c3)NC(=O)C/C=C/[C@H]2C)c1	·	-1	-1	-0.4	-1.9	-4	-1	-1.7	6	-2	-0.9
O=C1NCCOC(=O)[C@@H](Cc2ccc(F)cc2)CC/C=C/C[C@H]1CC(=O)N(CCO)Cc1ccccc1	-3.5	8	5	-3.4	-2.2	0	3	-1.0	0	0	-0.9
Cc1ccc(NC(=O)/C(=C\c2cccnc2)NC(=O)c2ccco2)cc1	-0.2	-7	0	-1.2	-0.5	3	1	-0.7	0	-3	-0.5
COc1ccc(-n2cc(CNCc3cnc4ccccn34)c(-c3cccc(F)c3)n2)cc1	0.8	6	-5	-1.3	-1.5	-6	-28	-0.7	-2	-2	1.2

The list goes on.
Molecule	DAX1 inh-1	NR1D1 modulator	PLCg1 inh	hgDAF-12 ag	hcDAF12 agonist	PLCb3 inh	ADAM17 inh	ssDAF12 agonist	MBD2 DNA inh	SMARCA2 act	DAX1 inh-2
CC(Oc1ccccc1Cl)C(=O)N(Cc1cccs1)C1CCS(=O)(=O)C1 (stereo not given)	0.2	0	2	0.1	2.6	0	-7	-1.1	3	-1	0.5
CC(C(=O)OCC(=O)c1ccc(F)cc1)N1C(=O)C2C3C=CC(C3)C2C1=O (stereo not given)	1.5	3	1	0.5	-1.1	-4	1	-0.5	-2	-1	-0.2
Cc1sc(NC(=O)COc2ccccc2)c(C#N)c1C	2.0	-1	4	7.4	-0.2	-4	2	-0.3	4	2	1.2
Cc1nn(CC(=O)NCCC2=CCCCC2)c(C)c1[N+](=O)[O-]	-0.4	-3	-1	-0.8	-0.3	-2	2	-1.0	-5	2	-3.4
Cc1ccc(S(=O)(=O)N2CCCC2CNC(=O)C(=O)NC2CCCC2)cc1 (stereo not given)	-0.8	3	-1	-0.6	-1.4	-6	-6	-1.2	0	-3	1.7
CC(=O)NC(c1ccccc1)c1nc(-c2ccc(C)c(C)c2)cs1 (stereo not given)	·	5	0	-1.0	-2.1	-3	3	-1.3	-7	1	0.0
COc1ccc(-c2noc(-c3ccccc3Cl)n2)cc1OC	5.1*	-1	-1	7.4	2.0	-2	-4	-0.8	1	5	2.7
N#CCc1c(C#N)c(N)nc(N2CCCC2)c1C#N	-0.2	-1	-450	-2.5	0.2	i	-39	-1.3	-3	2	-0.1
COC(=O)CCSc1nccn1Cc1ccccc1	-0.1	0	3	-0.4	-1.5	-1	-1	-1.1	-1	2	0.1
COC(=O)c1ccc(NC(=O)c2ccc(NC(=O)C3CCCO3)cc2)cc1 (stereo not given)	-0.8	-3	-1	-3.7	-2.3	-6	0	-2.6	-5	-2	-0.9
Cc1ccc(Cn2cccc(NC(=O)CCC3CCCC3)c2=O)cc1	3.5	0	1	3.5	-2.4	-7	-3	-1.6	-6	-7	-1.6
O=C(OCc1cncs1)c1ccccc1Cl	1.1	1	0	-2.7	0.1	0	-1	-1.8	-4	0	-0.7
O=C(Nc1ccc2c(c1)OCCO2)c1cnc2ccccn2c1=O	1.7	-4	-2	9.7	1.4	1	-1	-0.1	-4	5	3.0
C=CCNC(=O)CN(C(=O)Cc1ccc(Cl)nc1)c1cccc(Br)c1	·	-5	1	1.7	-2.4	-1	-2	-1.8	-2	-2	0.1
CCN(CC)S(=O)(=O)c1cccc(-n2c(O)c(C=Nc3ccccc3C(=O)O)c3ccccc3c2=O)c1	-3.9	-9	-35	4.7	-1.1	-52	-16	-1.0	-5	-2	-2.5

New compounds follow
Molecule	DAX1 inh-1	NR1D1 modulator	PLCg1 inh	hgDAF-12 ag	hcDAF12 agonist	PLCb3 inh	ADAM17 inh	ssDAF12 agonist	MBD2 DNA inh	SMARCA2 act	DAX1 inh-2
O=C(O)CC1(CC(=O)Nc2cccc(C(=O)O)c2)CCCC1	0.8	1	1	-4.0	-0.3	-7	-3	-1.0	1	0	0.3
CCc1ccc(NC(=O)c2ccc3c(c2)CCN3S(C)(=O)=O)cc1	2.9	4	-1	5.2	-0.3	0	1	-1.0	-1	-2	0.8
CCCn1c(=O)c2c(C(F)(F)F)cc(-c3ccco3)nc2n(CCC)c1=O	0.2	11	-1	1.3	1.4	0	1	-0.8	0	-1	0.1
COCCn1c(N)c(Sc2ccccc2)c(=O)[nH]c1=O	2.1	2	3	-1.0	0.5	5	-4	-0.8	3	-4	-0.3
Cc1sc(N)c(C#N)c1C	0.7	-2	-2	1.0	0.9	4	0	-0.5	1	2	0.0
C[C@@H]1CN([C@H](C)CO)C(=O)c2cc(Br)cnc2O[C@H]1CN(C)C(=O)Cc1ccccc1	0.4	-9	-1	-4.2	1.4	2	-2	-0.9	-3	-1	0.3
O=C(CCNC(=O)c1ccccc1Cl)Nc1cccc(S(=O)(=O)N2CCOCC2)c1	-0.2	8	1	-1.8	-0.9	-1	-2	-1.3	-3	-1	-1.1
O=C1CC(c2ccccc2)n2nc(NS(=O)(=O)c3ccccc3)nc2N1 (stereo not given)	0.8	-4	-4	-0.9	-0.5	-1	-2	-1.4	1	-1	-0.5
COc1cccc(Cn2nnc3c(=O)[nH]c(C4CCCN(C(=O)c5ccccc5Cl)C4)nc32)c1 (stereo not given)	-0.1	-5	1	-1.0	-1.7	0	1	-0.5	-2	1	-0.1
CC(=O)Nc1ccc(C(=O)Nc2nc(-c3cc(C)n(Cc4ccccc4)c3C)cs2)cc1	-2.3	4	-91	3.8	-0.4	-135	5	-0.7	0	-5	0.0
COc1ccc(C(=O)COC(=O)COc2cccc3c2OC(C)(C)C3)c(OC)c1	-1.4	-4	-1	2.9	-0.5	-5	5	-0.8	1	-1	0.6
COc1ccc(N2CCN(C(=O)c3ccc(Cn4nc(C)c([N+](=O)[O-])c4C)o3)CC2)cc1	0.4	-4	1	-1.9	-2.0	-6	-6	-1.3	1	-1	-1.9
CCc1nc2ccccc2c(C(=O)OCC(=O)N(CC(C)C)c2c(N)n(Cc3ccccc3)c(=O)[nH]c2=O)c1C	-0.7	7	6	-2.4	-1.8	-1	-3	-0.9	2	-2	-2.0
COc1cc(/C=N/n2c(COc3ccccc3)n[nH]c2=S)cc(OC)c1OC(C)=O	0.1	0	0	-2.4	-0.4	-7	-7	-1.5	8	-3	-0.2
CC[C@H](C)[C@H](NC(N)=O)C(=O)Nc1ccccc1F	1.3	-3	0	0.3	-0.6	1	-5	-1.2	7	4	-0.5

Following part
Molecule	DAX1 inh-1	NR1D1 modulator	PLCg1 inh	hgDAF-12 ag	hcDAF12 agonist	PLCb3 inh	ADAM17 inh	ssDAF12 agonist	MBD2 DNA inh	SMARCA2 act	DAX1 inh-2
CC(C)C[C@H]1CNC(=S)N1CC1CCN(CCCC2CCCCC2)CC1	-0.9	-7	0	1.7	-1.6	3	-3	-1.0	1	0	0.0
CC(=O)NCC(=O)N(c1ccccc1)C1(C(=O)NC2CCCCC2)CCCCC1	-0.7	1	2	-0.5	-1.2	4	1	-1.3	4	-2	-0.7
Cc1cc(OCC(=O)NCc2nc(-c3ccccc3)no2)c(C)cc1Br	0.6	-2	2	-1.5	0.1	3	-1	-0.9	1	1	0.1
CCOC(=O)CNC(=O)c1cnn2cccnc12	-0.4	-3	-67	-0.3	-1.0	-85	-23	-0.8	2	1	0.6
COc1ccc2c(COC(=O)CNC(=O)C34CC5CC(CC(C5)C3)C4)cc(=O)oc2c1	0.5	-5	-86	-1.7	0.2	-86	-199	-1.4	4	-1	0.2
CC(=O)Nc1cc(-c2cccc(C(=O)N(C)C)c2)cn2c(-c3cccc(C(=O)N(C)C)c3)cnc12	·	-4	-29	-1.1	0.3	-35	-14	-1.3	-3	1	1.0
CN(C)c1ccc(NC(=O)NC2CCCCN(Cc3cccc(Cl)c3)C2=O)cc1 (stereo not given)	·	-2	2	0.5	-0.7	-2	-4	-1.6	-3	-1	-1.4
CN(C(=O)c1ccc2c(=O)n3c(nc2c1)CCCCC3)c1ccccc1	0.6	2	-1	-0.4	-2.7	1	-6	-0.9	0	1	-0.1

High-throughput results as filed in PubChem.
